# Screening data as filed in PubChem BioAssay.
# HUVEC inhibit = blocks proliferation of human endothelial cells | HUVEC proliferation, CellTiter-Glo luminescence, 72 h; active compounds read low | viability, % at 10 µM (by protocol) | 86,000 tested, 1.1% active | AID 648;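 active = viability at or below 30%; inactive = viability above 30%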;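 also: 100% = median luminescence of DMSO-only cell control wells on each plate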
# H69AR inhibit = growth inhibitors of human H69AR lung tumor cells | 85,000 tested, 6% active | AID 598 | viability, % at 10 µM | H69AR lung tumor viability, ATP luminescence, 72 h; active compounds read low;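 active = viability at or below 40%; inactive = viability above 40%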;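 also: multidrug resistant small cell line overexpressing MRP-1 efflux transporter; 100% = mean luminescence of untreated control wells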
# DAT uptake mod = human DAT dopamine uptake with cocaine, either direction | Q01959 | LLC-PK1 hDAT cells, [14C]-dopamine uptake with cocaine IC80; actives deviate in either direction | B-score at 10 µM | 110,000 tested, 1.3% active | AID 449768;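 active = Z score or B-score, a plate-position-corrected score, falls beyond the plate's 99.7% confidence bounds, in either direction; inactive = both scores lie inside the 99.7% bounds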;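 also: scored against the spread of the other compound wells on the same plate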
# Target sequence (Q01959 whole entry, looked up): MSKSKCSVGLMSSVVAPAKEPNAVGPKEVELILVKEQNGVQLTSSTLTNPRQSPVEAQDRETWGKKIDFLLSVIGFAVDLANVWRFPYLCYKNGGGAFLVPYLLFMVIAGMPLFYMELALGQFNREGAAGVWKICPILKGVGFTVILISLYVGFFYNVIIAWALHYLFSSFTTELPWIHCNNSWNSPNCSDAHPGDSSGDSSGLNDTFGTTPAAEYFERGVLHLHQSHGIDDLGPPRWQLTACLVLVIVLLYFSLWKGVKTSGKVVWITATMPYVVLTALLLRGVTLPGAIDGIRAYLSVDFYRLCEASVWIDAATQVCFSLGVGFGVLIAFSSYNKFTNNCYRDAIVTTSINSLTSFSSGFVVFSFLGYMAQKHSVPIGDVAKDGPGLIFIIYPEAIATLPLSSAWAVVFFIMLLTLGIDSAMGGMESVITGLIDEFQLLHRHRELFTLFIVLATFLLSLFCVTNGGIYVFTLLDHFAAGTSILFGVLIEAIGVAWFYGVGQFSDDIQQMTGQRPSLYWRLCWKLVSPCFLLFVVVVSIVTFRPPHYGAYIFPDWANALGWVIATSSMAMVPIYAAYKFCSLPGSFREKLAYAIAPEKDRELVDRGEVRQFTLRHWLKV
# Lung fibro prol = blocks proliferation of human lung fibroblasts. LL 47 human lung fibroblast viability, ATP luminescence; active compounds read low. viability, % at 10 µM. 85,000 tested, 1.1% active. AID 719;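 active = viability at or below 50% in the single dose screen; inactive = viability above 50%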;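 also: compound exposure lasted 72 h before the ATP readout; 100% = median luminescence of untreated cell-only wells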
#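 Test system: LL 47 human lung fibroblasts / Incubation: 72 h compound exposure at 37 °C after overnight plating / Technique: luminescent ATP detection, CellTiter-Glo / Compound dosing: 0.1% DMSO in all compound wells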
# S1P2 antag = S1P2 (human) receptor antagonism. AID 736. inhibition, % at 5 µM. O95136. 97,000 tested, 0.21% active. cell-based S1P2 antagonist assay, inhibition at 5 uM; in the data active = inhibition above about 45%;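 also: CRE beta-lactamase reporter cells expressing human S1P2 stimulated with S1P; 0% = agonist at EC80 alone and 100% = agonist plus reference antagonist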
# Target sequence (O95136 whole entry, looked up): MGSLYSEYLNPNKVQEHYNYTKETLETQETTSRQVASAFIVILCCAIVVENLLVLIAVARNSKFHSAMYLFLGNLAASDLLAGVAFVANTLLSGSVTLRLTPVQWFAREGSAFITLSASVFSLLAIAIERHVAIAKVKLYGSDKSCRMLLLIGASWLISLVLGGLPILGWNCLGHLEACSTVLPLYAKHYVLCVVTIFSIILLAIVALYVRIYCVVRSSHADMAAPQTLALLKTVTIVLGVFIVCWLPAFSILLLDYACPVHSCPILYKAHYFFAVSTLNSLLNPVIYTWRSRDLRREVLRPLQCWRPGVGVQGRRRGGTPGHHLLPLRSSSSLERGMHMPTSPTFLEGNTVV
# PostGolgi yeast = growth inhibition of a yeast mutant, post-Golgi transport screen; post-Golgi transport phenotypic cell assay; inhibition, % at 10 µM; 98,000 tested, 0.9% active; AID 739;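 also: yeast cells grown in 1536-well plates; yeast grown about 18 h at 30C before absorbance read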
# E coli WT exp = growth inhibitors of E. coli BW25113 wild type | OD600 absorbance | growth inhibition, % at 100 µM | 98,000 tested, 0.15% active;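 active = growth inhibition above about 50% at one test dose, limit read from the data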;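 also: growth measured after 20 h incubation at 37 °C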
# PostGolgi ctrl = yeast control strain growth, post-Golgi counter-screen; efflux-deficient yeast background strain, growth absorbance A615, 16 h; inhibition, % at 10 µM; 98,000 tested, 5% active
# S1P2 ag = activates the human S1P2 receptor | AID 729 | S1P2-expressing cell line, agonist reporter read-out | 97,000 tested, 0.46% active | O95136 | activation, % at 4.5 µM; in the data active = activation above about 16%;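 also: 0% = vehicle low control and 100% = maximal reference agonist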
# Starred values were filed as active, the others as inactive; . = no result given. Rule as the data show it, unless noted: active = inhibition above about 30%; inactive = the rest.
SMILES,HUVEC inhibit,H69AR inhibit,DAT uptake mod,Lung fibro prol,S1P2 antag,PostGolgi yeast,E coli WT exp,PostGolgi ctrl,S1P2 ag
COc1ccc(-c2c3c(=O)n(C)c(=O)n(C)c3cn2Cc2ccccn2)cc1,93,91,0.9,102,-7,-3,2,9,-10
CC(=O)c1c(C(C)=O)c(C)n(-c2ccc(C(=O)O)cc2)c1C,92,.,-1,97,12,-7,1,18,-3
CCC(=O)Nc1ccc2oc(-c3ccccc3Br)nc2c1,97,99,0.8,97,-4,-3,-2,26,-6
CC1CCCCN1Cc1nc2c(c(=O)n(C)c(=O)n2C)n1Cc1c(F)cccc1Cl (configuration not stated),100,84,0.74,105,.,.,.,.,.
COc1ccc(C2C(C#N)=C(N)Oc3cc(C)[nH]c(=O)c32)c(OC)c1OC (configuration not stated),91,97,0.61,107,-36,2,2,5,-5
CCCCNC(=O)CC1N=C2c3ccccc3N=C(SCC(=O)Nc3ccccc3OC)N2C1=O (configuration not stated),79,56,-0.079,102,9,2,0,12,0
COCCCNC(=O)CN(c1ccc(OC)cc1)S(=O)(=O)c1ccc(NC(C)=O)cc1,.,.,-0.21,.,14,-8,-7,-6,-8
C/C(Cl)=C/Cn1c(SCC(C)C)nc2c1c(=O)[nH]c(=O)n2C,77,35*,0.23,57,.,.,.,.,.
Brc1[nH]nc2ccccc12,82,100,-0.57,93,21,17,38,5,-8
Cn1cccc1CNC(=O)Nc1ccc(Cl)cc1,100,78,-1.3,103,5,14,8,38*,-4
CCc1c(C(=O)NCc2ccccc2Cl)[nH]c(C)c1C(C)=O,79,96,-0.68,82,14,-2,0,16,-6
O=C1/C(=C/c2cccs2)SC(=S)N1c1ccccc1,.,.,-0.37,.,15,5,-2,12,-9
O=C(CCNC(=O)c1ccccc1)OCN1C(=O)c2ccccc2C1=O,94,80,-0.21,103,-2,8,-2,-2,-1
O=C(Nc1ccc2c(c1)OCO2)c1ccc(Cl)nc1,82,86,0.089,99,-4,0,-6,5,-1
Cc1ccc(C(c2nnnn2CC2CCCO2)N2CCN(C(=O)c3ccco3)CC2)cc1 (configuration not stated),92,100,-0.91,100,12,5,-6,3,-4
Cc1ccccc1S(=O)(=O)Nc1cccnc1,85,91,0.028,100,-8,.,.,.,-1
CC(C)c1ccc(OCc2nc(-c3ccccn3)no2)c(Br)c1,101,67,-0.75,108,-15,2,1,38*,-11
NC(=O)Nn1c(CCC(=O)O)ccc1-c1ccc(Br)cc1,92,96,-0.58,98,2,1,-6,11,-6
Cc1ccc(C)c(Cn2c(=O)c3c(nc4n3CCN4Cc3ccco3)n(C)c2=O)c1,95,58,.,95,-4,-10,-1,10,-5
O=C(NC1CCCCCC1)C1CCN(S(=O)(=O)c2cccc3cccnc23)CC1,100,92,0.24,93,12,-6,-5,6,-4
Cc1ccc(-c2csc(NC(=O)c3cccc(N4C(=O)CCC4=O)c3)n2)o1,101,87,1.9,94,12,-4,-5,7,-4
COc1ccccc1CN(CC(=O)NCc1ccco1)C(=O)CNS(=O)(=O)c1ccc(C)cc1,94,.,-0.23,104,13,-8,-4,5,-4
O=P(CCC(F)(F)F)(CCC(F)(F)F)CCC(F)(F)F,105,101,0.63,102,4,-3,-1,4,-7
Cn1nnnc1SCC(=O)Nc1c(Cl)cccc1Cl,98,96,-0.28,108,16,-8,4,1,-5
COc1ccc(-c2coc3cc(OC)cc(O)c3c2=O)cc1,111,88,-2.4*,99,-8,-2,-4,0,-13
O=C(Nc1ccc(-c2noc(-c3cccs3)n2)cc1)c1cccnc1,52,10*,-0.022,101,-1,-3,-11,4,-3
O=C(c1ccc(Br)s1)N1CCN(Cc2ccc3c(c2)OCO3)CC1,101,90,2.1*,86,4,-19,9,13,-7
COc1ccc(Cl)cc1S(=O)(=O)n1ccnc1C(C)C,93,89,-0.22,93,-1,-10,4,4,-6
Cn1c(=O)c2cc(S(=O)(=O)Nc3ccc4c(c3)OCO4)ccc2n(C)c1=O,64,91,0.14,86,33,-2,-10,15,-6
CCc1cccc2c(C#N)cn(CC(=O)NCc3ccco3)c12,97,81,-0.86,104,0,-4,-1,10,-1
CCC(CC)C(=O)N(c1ccc(F)cc1)C1C=CS(=O)(=O)C1 (configuration not stated),96,69,-0.46,97,-12,3,5,6,1
CSc1nc2ccc(S(=O)(=O)N3CCCCC3)cc2s1,85,86,-0.11,88,-27,-1,-9,3,-3
COc1ccc(-c2cc(C(F)(F)F)n3nc(N)nc3n2)cc1,93,84,-0.014,100,-49,-3,-9,2,4
Cc1cc(N2CCN(C3CCCCC3)CC2)nc2cccc(O)c12,91,71,-0.37,99,.,4,-1,0,.
O=C(Nc1ccc(Cl)cc1)c1cccs1,89,95,1.5,101,10,23,35,15,-1
Cc1nc2ccc(S(=O)(=O)NC(C(=O)Nc3nc4ccc(Cl)cc4s3)C(C)C)cc2s1 (configuration not stated),96,30*,-0.85,96,1,3,-9,-3,-7
Cn1c(Cn2c(=O)sc3ccccc32)nnc1SCc1ccccn1,101,107,-0.014,97,20,3,2,6,-5
Cc1ccc(C)c(N2CCN(C(=O)CCCn3c(=S)[nH]c4cc5c(cc4c3=O)OCO5)CC2)c1,76,77,0.12,105,-14,0,-10,27,-3
COc1ccc(CC(=O)n2c(CC#N)nc3ccccc32)cc1OC,100,89,0.39,95,11,-9,-3,-9,-3
COC(=O)c1sccc1-c1ccc(C(=O)Nc2cccc(Cl)c2)o1,.,.,-1.7,.,-6,-2,-10,46*,-3
CCOC(=O)N1CCN(S(=O)(=O)c2c(C)nn(C)c2C)CC1,108,84,-0.81,91,10,4,9,7,-5
CCN(CC(=O)NC(C)C)Cc1nc2sc3c(c2c(=O)[nH]1)CCC3,87,37*,.,93,-11,3,-1,5,-6
c1ccc(COc2ccc(OCCCN3CCCCC3)cc2)cc1,88,72,0.62,92,-10,0,14,4,1
COc1cccc(NS(=O)(=O)c2ccc3[nH]cc(C(=O)NCCC(C)C)c(=O)c3c2)c1,80,87,2.9,95,-1,9,2,41*,-4
Cc1cc(C(=O)CSc2nnc(N)s2)c(C)n1-c1c(C)n(C)n(-c2ccccc2)c1=O,93,115,1.2,97,-6,0,1,11,-7
Cc1ccc(S(=O)(=O)NCCCN2CCOCC2)c(C)c1,91,88,-1.2,99,.,0,4,7,.
O=C(CCS(=O)(=O)c1ccc(Br)cc1)N1CCN(c2ccc(Cl)cc2)CC1,90,79,0.37,94,1,0,-6,-4,-3
O=S(=O)(Nc1cccc2ncccc12)c1cccs1,.,.,-0.042,.,.,11,-2,25,.
Cc1[nH]n(-c2ccccc2)c(=O)c1C(C[N+](=O)[O-])c1ccccc1Cl (configuration not stated),.,.,-0.53,.,-2,-5,1,-8,-9
CCc1ccc(/C=C/C(=O)c2cc(Br)ccc(=O)c2O)cc1,.,.,0.13,.,-24,2,18,4,-3
O=c1c2cnn(-c3ccccc3)c2ncn1/N=C/c1ccncc1,97,93,.,100,-9,.,.,.,-2
O=C(NCCN1CCOCC1)c1ccc2ccccc2n1,87,75,-0.00012,99,1,-4,1,-5,-5
CNC(=O)C1CC(=O)N(Cc2ccc3c(c2)OCO3)C(=Nc2ccc(OC)cc2)S1 (configuration not stated),92,80,-0.62,99,-6,-5,-6,4,-4
O=C(NCc1cccs1)c1cccc(N2CCCC2=O)c1,105,99,-1.1,97,-8,2,3,7,-2
c1ccc(N2CCN(Cc3ccnc4ccccc34)CC2)cc1,91,73,0.06,104,27,9,4,4,-3
C=CCn1c(SCC(=O)Nc2ncc(Cc3cc(C(F)(F)F)ccc3Cl)s2)nnc1-c1ccncc1,.,.,0.36,.,-3,2,-17,-6,-1
Cc1cc(C)nc(Nc2n[nH]c(COc3ccccc3)n2)n1,102,98,0.17,100,.,.,.,.,.
O=C(Nc1cnc2ccccc2c1)c1cccnc1,106,7.7*,0.84,102,9,8,-2,7,-3
Cc1cccc2c1Sc1ccccc1CC2=O,.,.,0.04,.,8,-3,6,5,-1
C=C(C)CSc1nc2ncccc2[nH]1,84,93,-0.92,95,8,20,15,-1,-10

# Full records as entered above. Values in the order: HUVEC inhibit, H69AR inhibit, DAT uptake mod, Lung fibro prol, S1P2 antag, PostGolgi yeast, E coli WT exp, PostGolgi ctrl, S1P2 ag
# O=C(CCS(=O)(=O)c1ccc(Br)cc1)N1CCN(c2ccc(Cl)cc2)CC1 is listed with 90, 79, 0.37, 94, 1, 0, -6, -4, -3
# Cc1cc(C)nc(Nc2n[nH]c(COc3ccccc3)n2)n1 is listed with 102, 98, 0.17, 100, ., ., ., ., .
# C=CCn1c(SCC(=O)Nc2ncc(Cc3cc(C(F)(F)F)ccc3Cl)s2)nnc1-c1ccncc1 is listed with ., ., 0.36, ., -3, 2, -17, -6, -1
# O=c1c2cnn(-c3ccccc3)c2ncn1/N=C/c1ccncc1 is listed with 97, 93, ., 100, -9, ., ., ., -2
# O=C(NCc1cccs1)c1cccc(N2CCCC2=O)c1 is listed with 105, 99, -1.1, 97, -8, 2, 3, 7, -2

# Continued.
SMILES,HUVEC inhibit,H69AR inhibit,DAT uptake mod,Lung fibro prol,S1P2 antag,PostGolgi yeast,E coli WT exp,PostGolgi ctrl,S1P2 ag
CN(C)CCCC(=O)c1ccc2c(c1)OCO2,104,96,-0.69,101,-7,-5,0,1,-3
Cn1c(CN2CCCC2)nc2cc(NS(=O)(=O)c3ccccc3)ccc21,95,86,0.74,104,3,-1,12,6,0
CCc1ccc(C(=O)COC(=O)CNC(=O)c2cccs2)cc1,97,76,-0.0015,100,3,1,7,10,-4
CSC1=C(C#N)C(c2ccc(C(C)C)cc2)CC(=O)N1 (configuration not stated),89,94,-0.53,101,2,6,-9,15,11
CC1CCCC(NC(=O)Cc2ccc(Br)cc2)C1C (configuration not stated),105,103,-0.73,107,7,.,.,.,-5
CCOC(=O)c1ccc(NC(=O)CN2C(=O)C(=O)N(CC(C)C)C2=O)cc1,.,.,-0.024,.,-14,22,0,1,-3
O=C(Nc1ccc(N2CCCC2)c(Cl)c1)c1ccc(Br)o1,91,89,0.18,105,12,1,-19,-6,-5
CCCCCC/C(C)=C1/SC(=S)NC1=O,88,97,0.75,99,-16,-3,14,55*,-9
COC(=O)C(O)(CC(=O)Nc1ccc(C)c(F)c1)C(F)(F)F (configuration not stated),94,94,0.033,99,-5,1,-1,6,-4
CCCCNC(=O)C1CCCNC1=O (configuration not stated),104,99,0.24,107,0,-9,2,1,-4
Cc1cc(C)c2c(n1)nn1c(C)c(CCC(=O)NCc3ccco3)c(C)nc21,95,58,0.046,94,.,-1,1,3,.
C=CCOc1ccccc1/C=c1\sc2nc(-c3oc4ccccc4c3C)nn2c1=O,89,82,.,101,-6,.,.,.,-4
Cc1ccc(C)c(N2CCN(C(=O)c3ccc(Cn4c(=O)[nH]c5ccccc5c4=O)cc3)CC2)c1,37,7.5*,1.3,93,-3,0,-10,13,-12
COC(=O)c1ccccc1NC(=S)NC(=O)COc1ccccc1,.,.,0.027,.,7,-13,-7,3,-9
COc1ccc(OC)c(N(CC(=O)NCCSc2ccccc2)S(C)(=O)=O)c1,105,81,1.1,108,11,-7,-6,13,-4
Cc1cc(=O)c2n(Cc3ccc(Cl)cc3)nc[n+]2[nH]1,101,85,0.91,104,.,-9,9,-10,.
N=C(N)SCc1nc2ccccc2c(=O)n1-c1ccccc1Cl,.,.,1,.,7,-2,-5,8,-9
CN(C)c1ccc(CNC23CN4CN(CN(C4)C2)C3)cc1,94,82,-0.46,97,-1,3,8,25,1
Clc1ccc(C2=CSC3=Nc4cccc5cccc(c45)N23)cc1,70,28*,-1.3,75,-21,.,.,.,1
Nc1cccc2cnccc12,.,.,0.3,.,16,5,3,3,-8
O=c1cc(O)c(-c2ccccc2Cl)c(Cl)[nH]1,87,106,0.15,95,-2,24,-19,0,-1
